Screening results: PubChem BioAssay, several laboratories
GPR55 beta-arrestin: GPR55 agonists via beta-arrestin recruitment, primary screen, imaging, U2OS cells, beta-arrestin-GFP redistribution (AID 1961); U2OS GPR55 beta-arrestin-GFP redistribution imaging; higher % means a stronger effect; activation, % at 10 µM, or EC50 in µM where a hit was titrated; 290,000 tested, 0.048% active;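 active = activation above 40% with more than 50 cells counted in the well; inconclusive = wells holding fewer than 50 cells, flagged as toxic or sparse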;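 note: U2OS osteosarcoma cells stably expressing GPR55 and beta-arrestin-GFP; plate controls were DMSO negative control for no effect and LPI positive control for full effect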
NOD2 inhibition: inhibition of NOD2-driven NF-kB reporter – cell-based, luminescence, uHTS, HEK293 (AID 1566); HEK293 NOD2/NF-kB luciferase reporter, luminescence; higher % means a stronger effect; inhibition, % at 4 µM, or EC50 in µM where a hit was titrated; 290,000 tested, 0.63% active; note: many of its hits are not listed in these tables
GPR55 antagonists: GPR55 antagonists blocking LPI-driven arrestin recruitment, primary screen, imaging, U2OS, beta-arrestin-GFP, LPI agonist (AID 2013); U2OS GPR55 beta-arrestin-GFP translocation imaging, LPI antagonism; higher % means a stronger effect; inhibition, % at 10 µM, or IC50 in µM where a hit was titrated; 290,000 tested, 0.13% active;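 active = spots per cell inhibited over 60%, with over 100 cells counted and total cytoplasm intensity under 500,000; inconclusive = wells with under 100 cells, flagged as likely toxic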;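 note: U2OS cells stably carrying GPR55 and arrestin-GFP stimulated by 5 µM LPI near EC80; imaged beta-arrestin-GFP aggregate spots per cell after agonist stimulation; plate controls were LPI-stimulated DMSO wells for no effect and DMSO wells without LPI for full effect; some results filed as inactive read as strong as hits; confirmed hits need IC50 under 10 µM and bright autofluorescent wells are also inconclusive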
NTR1 ag: agonists of NTR1, primary screen, imaging, U2OS cells, beta-arrestin-GFP, high content (AID 493036); P30989; NTR1-U2OS beta-arrestin-GFP spot imaging, agonist mode; activation, % at 20 µM; 330,000 tested, 0.17% active;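 active = activation at or above 40% of the spot to cytoplasm intensity ratio, with at least 20 cells analyzed; inconclusive = wells under 20 cells, flagged as cytotoxic or low count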;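 note: 0% = DMSO without peptide and 100% = 100 nM NTR1 peptide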
Target sequence (P30989 whole entry, looked up): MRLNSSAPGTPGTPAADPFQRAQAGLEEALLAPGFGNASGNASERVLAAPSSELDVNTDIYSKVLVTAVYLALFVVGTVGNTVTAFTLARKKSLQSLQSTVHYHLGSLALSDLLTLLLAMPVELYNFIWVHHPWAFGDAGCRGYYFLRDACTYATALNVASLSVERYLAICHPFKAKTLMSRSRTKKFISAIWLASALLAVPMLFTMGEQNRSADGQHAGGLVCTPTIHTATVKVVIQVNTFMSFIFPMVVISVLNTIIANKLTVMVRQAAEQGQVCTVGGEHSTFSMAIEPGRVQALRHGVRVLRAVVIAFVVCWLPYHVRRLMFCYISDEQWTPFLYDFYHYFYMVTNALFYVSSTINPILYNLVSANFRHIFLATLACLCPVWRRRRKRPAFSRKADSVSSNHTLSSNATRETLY
KOR beta-arrestin-1: kappa opioid receptor blockers – cell-based, luminescence, uHTS (AID 1778). 290,000 tested, 0.091% active. inhibition, % at 10 µM; hits with a dose series show IC50 in µM. KOR beta-arrestin recruitment, luminescence, antagonist mode; higher % means a stronger effect; note: strong numbers were not always called active
NOD1 inhibition: NOD1 signaling inhibitors, primary screen, cell-based, luminescence, uHTS (AID 1578); one-dose inhibition, % at 4 µM; EC50 in µM for titrated hits; NOD1-driven NF-kB luciferase reporter cells, luminescence; higher % means a stronger effect; 290,000 tested, 1% active; in the data active = inhibition mostly above about 36%, no sharp cut-off; inactive = mostly below about 34%;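 note: HEK-293T reporter cells stimulated with the NOD1 agonist gamma-tri-DAP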
Myeloid diff 2: compounds promoting myeloid differentiation. AID 624256. ER-HoxA9 myeloid progenitors, lysozyme-GFP differentiation, flow cytometry. 360,000 tested, 1% active. calls only at 10 µM;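 active = normalized GFP-positive differentiation at or above the plate's own cutoff, the solvent-only control mean plus 3 SD; inconclusive = no clear call, values can overlap the other calls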;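 note: cells exposed to compound for four days before flow analysis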
T cell HTS: modulates CD8 T cell binding to vesicles. 2C CD8+ T cell-vesicle binding, flow cytometry; active compounds read low. calls only at 7 µM. 330,000 tested, 0.068% active. AID 2052;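 active = response, share of CD8 T cells binding vesicles, and their 90th percentile fluorescence all below set limits, cut at about 80% in these data, passing the limit was not always enough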
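Benchmarks: naked versus QL9-loaded vesicles / Assay system: purified 2C TCR transgenic mouse naive CD8+ T cells / Technique: high-throughput flow cytometry with anti-B7-1 and anti-CD8 staining / Timing: Cell–vesicle co-incubation 1.5 h at 37 °C, staining 20 min on ice / Read-out: percent CD8+ FL2 mean versus row control / Probe or stimulus: QL9-loaded Drosophila micro-vesicles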
KOR beta-arrestin-2: kappa opioid receptor activators – cell-based, luminescence, uHTS, primary screen (AID 1777). one-dose activation, % at 10 µM; EC50 in µM for titrated hits. 280,000 tested, 0.02% active. KOR beta-arrestin recruitment, luminescence; higher % means a stronger effect; in the data active = activation above about 50%, passing the limit was not always enough; note: a part of the inactive calls stands beside numbers as strong as those of hits
T cell HTS vesicle-bound %: further read-out of T cell HTS, marked with its call; double positive events, %; measured here: CD8+ vesicle-bound cell fraction;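 binding gate set so that unloaded-vesicle control wells show 10% double positive cells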
NTR1 ag cell count 20 µM: also measured in NTR1 ag; calls as there; cell count; measured here: cell count, cytotoxicity flag
Myeloid diff 2 GFP+ MAC1+ %: second read-out of Myeloid diff 2, no call of its own (marks repeat the call); GFP+ MAC1+ double positive, %; measured here: differentiation confirmed by MAC1 staining
Active calls of the source: *; i = inactive; ? = inconclusive; / = not tested or not shown; [ ] = another dose, or the depositor's remark. Cut-off read from the data, not from the text of the source, unless noted: active = inhibition above about 50%; inactive = the rest. Only part of the results is shown; count on the stated rates, not on these rows.

SMILES | GPR55 beta-arrestin | NOD2 inhibition | GPR55 antagonists | NTR1 ag | NTR1 ag cell count 20 µM | KOR beta-arrestin-1 | NOD1 inhibition | Myeloid diff 2 | Myeloid diff 2 GFP+ MAC1+ % | T cell HTS | T cell HTS vesicle-bound % | KOR beta-arrestin-2
O=C(COc1cc2oc(=O)c3c(c2cc1Cl)CCC3)N1C[C@H]2C[C@@H](C1)c1cccc(=O)n1C2 | -0.1% | 17% | 9% | 0.2 | 95 | 22%[20 µM] | -12% | i | 2.0 | i | 13 | -1.8%
COc1ccc(NC(=O)c2c[nH]c(=O)n(-c3ccc(C)c(C)c3)c2=O)cc1OC | -0.1% | 25% | -2% | 18 | 44 | 19% | -3% | i | 4.7 | i | 34 | -2.8%
CCN1CCN(C(=O)C2CC(=O)N(c3ccc(Cl)cc3)C2)CC1 (stereo unspecified) | -0.1% | -2% | -7% | 1.2 | 44 | -30% | -10% | i | 0.5 | i | 27 | -1.7%
Cc1ccc(S(=O)(=O)N(C)C(=O)NC(=O)NS(=O)(=O)c2ccccc2)cc1 | 1.0% | 11% | ? | -1.8 | 84 | -34% | 21% | i | 0.8 | i | 57 | 3.5%
O=C(COc1ccc(Cl)cc1Cl)NCCCN1CCOCC1 | -0.2% | 13% | 11% | -0.3 | 46 | 29% | -15% | i | 8.4 | / | / | 4.0%
CN1CCN(C(=O)/C(=C\c2ccccc2)c2ccccc2)CC1 | -0.1% | 0% | 3% | -0.7 | 47 | 22% | 0% | i | 1.1 | i | 42 | 0.2%
O=C(COC(=O)c1ccccn1)NC1CCCCC1 | -0.1% | 8% | 3% | 0.3 | 63 | 2% | -10% | i | 1.4 | i | 63 | -1.1%
CCSC1=N/C(=C\c2ccccc2)C(=O)N1c1ccc(OC)cc1 | 0.5% | 13% | -15% | 14 | 52 | 1% | 30% | i | 0.8 | i | 51 | 3.9%
CC1CC(=O)Nc2ccccc2N1S(=O)(=O)c1cccc(F)c1 (stereo unspecified) | -0.1% | 17% | 19% | -0.2 | 40 | 13% | 2% | i | 0.5 | i | 46 | 0.8%
O=[N+]([O-])c1cc([N+](=O)[O-])c(Oc2c(F)ccc(F)c2F)cc1NN1CCCCC1 | -0.2% | 1% | -2% | 8.0 | 96 | 0%[20 µM] | -5% | i | 2.0 | i | 16 | -4.3%
Cc1ccc(NC(=O)COC(=O)CN2C(=O)COc3ccccc32)cc1 | 0.0% | 10% | -8% | -1.3 | 87 | 5% | 3% | i | 0.7 | i | 7 | 6.6%
O=C(NCC1COc2ccccc2O1)C1C2C=CC3(CN(Cc4ccccc4Cl)C(=O)C13)O2 (stereo unspecified) | -0.1% | 7% | 7% | -1.1 | 93 | -7% | -17% | i | 1.7 | i | 49 | -2.0%
CC1=NNC(=O)C1Oc1ccccc1 (stereo unspecified) | 0.9% | 12% | 7% | 1.7 | 42 | 1% | -3% | i | 0.6 | i | 29 | 4.7%
COc1cc(OC)cc(C(=O)NCC(=O)Nc2ccc(C)c(Cl)c2)c1 | 0.9% | 11% | 7% | 1.6 | 55 | 22% | -10% | i | 0.5 | i | 45 | -3.3%
COC(/C=C/Nc1ccc(C)c(C)c1)=C(C#N)C#N | -0.1% | 2% | 20% | 0.5 | 62 | -9% | -34% | i | 1.9 | i | 34 | 0.2%
O=C(COC(=O)c1ccccc1NS(=O)(=O)c1cccs1)NC1CCCCC1 | ? | 7% | -11% | 1.3 | 58 | 18% | 14% | i | 0.0 | i | 47 | 5.1%
CN1CCN(c2ccc(S(=O)(=O)N3CCCCC3)cc2[N+](=O)[O-])CC1 | -0.5% | 15% | 2% | -1.3 | 63 | -39% | -30% | i | 0.3 | i | 32 | 5.5%
CC(=O)c1ccc(-c2nnc(CCC(=O)N(C)Cc3c(C)nc4ccccn34)o2)s1 | -0.3% | 4% | -19% | -0.1 | 61 | 0% | -20% | i | 0.1 | i | 27 | -0.9%
Cc1cc(C)nc(SCc2cc(=O)c(OC(=O)c3ccc(Cl)c([N+](=O)[O-])c3)co2)n1 | -0.3% | -20% | 2% | 3.5 | 63 | -30% | -9% | i | 0.0 | i | 9 | -0.4%
O=C(CSc1nnc(Cn2c(=O)sc3ccccc32)n1-c1ccccc1)N1CCCCCC1 | 0.4% | 7% | 17% | 3.2 | 50 | 16% | -26% | i | 2.3 | i | 64 | 8.1%
O=S1(=O)CCC(S(=O)(=O)N2CCCCCC2)C1 (stereo unspecified) | -0.3% | -12% | 6% | 2.0 | 58 | -22% | 98%* | i | 2.2 | i | 49 | 17%
CN1CCN(CCC2Oc3cc([N+](=O)[O-])ccc3NC2=O)CC1 (stereo unspecified) | -0.2% | -1% | 13% | 0.9 | 63 | -5% | -24% | i | 1.3 | i | 46 | -5.0%
Cc1ccc(S(=O)(=O)N(C)c2ccc(OCC(=O)Nc3nc(-c4ccccc4)cs3)cc2)cc1 | -0.3% | -7% | -1% | 6.3 | 57 | -18% | -13% | i | 0.3 | i | 44 | 5.0%
O=Cc1ccccc1OCCOc1ccccc1C=O | 0.5% | 10% | -13% | 5.4 | 53 | -116% | -26% | i | 3.3 | i | 29 | 5.2%
COCCN=C1N[C@@H](c2cccc(C(F)(F)F)c2)C(C(=O)OC)=C(C)N1Cc1ccccc1 | 0.0% | 12% | 32% | 18 | 65 | -35%[20 µM] | -15% | i | 1.8 | i | 24 | -5.2%
CCOc1ccc(NS(=O)(=O)c2ccc(NC(=O)C3CC3)cc2)cc1 | 0.0% | 13% | -15% | 0.1 | 48 | 0% | 24% | i | 6.2 | i | 56 | -1.8%
Cc1ccc(-n2c(C)cc(C(=O)COC(=O)c3c(C)noc3C)c2C)cc1 | 0.0% | -34% | 11% | 0.3 | 79 | -12% | 12% | i | 1.0 | i | 13 | -3.6%
CCN(CC)CCCNC(=O)c1cn(CC)c2ccc(S(=O)(=O)N3CCc4ccccc4C3)cc2c1=O | 0.0% | -1% | 13% | 1.8 | 47 | -7% | -31% | i | 0.9 | i | 30 | -2.8%
O=C(N/N=C1/CCS(=O)(=O)c2ccc(F)cc21)c1ccccn1 | -0.2% | -12% | -2% | -0.1 | 44 | -6% | -22% | i | 0.3 | i | 57 | 1.3%
Cn1cc(CN2CCC(CO)CC2)c(-c2ccc(Oc3ccccc3)cc2)n1 | -0.1% | -14% | 2% | 0.6 | 31 | 1%[20 µM] | -18% | i | 0.2 | i | 35 | -11%

Complete entries, looked up by structure. Values in the order: GPR55 beta-arrestin	NOD2 inhibition	GPR55 antagonists	NTR1 ag	NTR1 ag cell count 20 µM	KOR beta-arrestin-1	NOD1 inhibition	Myeloid diff 2	Myeloid diff 2 GFP+ MAC1+ %	T cell HTS	T cell HTS vesicle-bound %	KOR beta-arrestin-2
`O=Cc1ccccc1OCCOc1ccccc1C=O` is listed as 0.5%	10%	-13%	5.4	53	-116%	-26%	i	3.3	i	29	5.2%
`CC1=NNC(=O)C1Oc1ccccc1` (stereo unspecified) is listed as 0.9%	12%	7%	1.7	42	1%	-3%	i	0.6	i	29	4.7%
`O=C(COC(=O)c1ccccc1NS(=O)(=O)c1cccs1)NC1CCCCC1` is listed as ?	7%	-11%	1.3	58	18%	14%	i	0.0	i	47	5.1%
`CN1CCN(C(=O)/C(=C\c2ccccc2)c2ccccc2)CC1` is listed as -0.1%	0%	3%	-0.7	47	22%	0%	i	1.1	i	42	0.2%
`CCOc1ccc(NS(=O)(=O)c2ccc(NC(=O)C3CC3)cc2)cc1` is listed as 0.0%	13%	-15%	0.1	48	0%	24%	i	6.2	i	56	-1.8%

Next part:
SMILES | GPR55 beta-arrestin | NOD2 inhibition | GPR55 antagonists | NTR1 ag | NTR1 ag cell count 20 µM | KOR beta-arrestin-1 | NOD1 inhibition | Myeloid diff 2 | Myeloid diff 2 GFP+ MAC1+ % | T cell HTS | T cell HTS vesicle-bound % | KOR beta-arrestin-2
CCOC(=O)c1cnc(-c2ccccc2)nc1N1CC(C)OC(C)C1 (stereo unspecified) | 0.5% | 5% | 1% | 3.5 | 36 | -7% | -32% | i | 0.3 | i | 52 | -2.4%
CCn1c(SCc2nc(N)nc(N3CCCCC3)n2)nc2c1c(=O)n(C)c(=O)n2C | 0.0% | 2% | -2% | 3.2 | 42 | -22% | -17% | i | 2.2 | i | 4 | 6.4%
CC(O)CN(CCC(N)=O)CCC(N)=O (stereo unspecified) | -0.1% | 4% | 0% | -0.6 | 72 | -9% | -4% | i | 0.8 | i | 59 | -1.6%
CCn1nnnc1SCC(=O)NCc1cccs1 | -0.2% | -14% | -5% | -2.3 | 52 | -42% | -3% | i | 0.7 | i | 51 | 16%
CC(Sc1ccccc1)C(=O)N/N=C/c1cccnc1 (stereo unspecified) | 0.9% | 4% | -8% | 0.8 | 45 | -25% | -21% | i | 0.7 | i | 7 | 1.6%
COc1cc(CN2CCN(C(=O)CC(C)C)CC2)c([N+](=O)[O-])cc1OC | 0.7% | 7% | -10% | 3.0 | 52 | 0%[20 µM] | -33% | i | 1.1 | i | 64 | -4.2%
CC(/C=C/C=C/c1ccccc1)=N/NC(=O)C(O)c1ccccc1 (stereo unspecified) | -0.1% | 25% | 10% | 0.4 | 51 | -27% | -4% | i | 0.6 | i | 48 | 0.1%
CC1=C(OC(=O)c2ccccc2)C(C)(C)C(c2ccccc2)OC1=O (stereo unspecified) | -0.1% | 3% | 2% | -0.2 | 63 | 6% | -10% | i | 1.0 | i | 27 | 4.9%
CC(=O)N1CCc2cc(S(=O)(=O)NCCCN3CCN(Cc4ccccc4)CC3)ccc21 | -0.1% | 13% | 2% | 0.6 | 42 | -20% | -9% | i | 0.8 | i | 40 | -1.2%
O=C(CCN1C(=O)C2C3C=CC(C3)C2C1=O)Nc1nccs1 (stereo unspecified) | -0.2% | 2% | 13% | -0.1 | 59 | 18% | -23% | i | 1.7 | i | 27 | -1.7%
